Screens as filed in PubChem BioAssay.
rTrxR1 inhibitor: blocks rat thioredoxin reductase 1. Potency, µM (titrated, usually from 114 µM), for inactives: at the highest dose activity change, negative = inhibition, usual class: inhibitors. recombinant rTrxR1, NADPH fluorescence consumption, selenite substrate. 390,000 tested, 1% active; note: % is set by controls: 0 for no effect and ±100 for the full control effect; nearly all actives have a fitted effect of over 65% in size
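Rat TrxR1 (90 nM in the dispensed reagent) was pre-reduced with 400 uM NADPH for 5 min at room temperature, then incubated with compound for 15 min. After 400 uM selenite was added, NADPH fluorescence (Ex 340/Em 450 nm) was followed for 8 min.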
GLS inhibitor: blocks human kidney-isoform glutaminase activity | GLS enzymatic activity, qHTS titration | Potency, µM (doses to about 45.5 µM), inactives show top-dose activity change, negative = inhibition, usual class: inhibitors | 410,000 tested, 0.21% active | AID 624170; note: % is set by controls: 0 for no effect and ±100 for the full control effect
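Compounds were pin-transferred onto hKGA, after which L-glutamine (1 mM solution) and a detection mix of glutamate oxidase, HRP and Amplex Red were added. Initial and 30 min RT fluorescence reads were collected.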
12-LOX inh: blocks human arachidonate 12S-lipoxygenase; P18054; 580,000 tested, 1.1% active; Potency, µM (titrated, usually from 108 µM), for inactives: top-dose activity change, negative = inhibition, usual class: inhibitors; AID 1671190; purified 12hLO, xylenol orange hydroperoxide absorbance; note: % is set by controls: 0 for no effect and ±100 for the full control effect
Target sequence (P18054 whole entry, looked up): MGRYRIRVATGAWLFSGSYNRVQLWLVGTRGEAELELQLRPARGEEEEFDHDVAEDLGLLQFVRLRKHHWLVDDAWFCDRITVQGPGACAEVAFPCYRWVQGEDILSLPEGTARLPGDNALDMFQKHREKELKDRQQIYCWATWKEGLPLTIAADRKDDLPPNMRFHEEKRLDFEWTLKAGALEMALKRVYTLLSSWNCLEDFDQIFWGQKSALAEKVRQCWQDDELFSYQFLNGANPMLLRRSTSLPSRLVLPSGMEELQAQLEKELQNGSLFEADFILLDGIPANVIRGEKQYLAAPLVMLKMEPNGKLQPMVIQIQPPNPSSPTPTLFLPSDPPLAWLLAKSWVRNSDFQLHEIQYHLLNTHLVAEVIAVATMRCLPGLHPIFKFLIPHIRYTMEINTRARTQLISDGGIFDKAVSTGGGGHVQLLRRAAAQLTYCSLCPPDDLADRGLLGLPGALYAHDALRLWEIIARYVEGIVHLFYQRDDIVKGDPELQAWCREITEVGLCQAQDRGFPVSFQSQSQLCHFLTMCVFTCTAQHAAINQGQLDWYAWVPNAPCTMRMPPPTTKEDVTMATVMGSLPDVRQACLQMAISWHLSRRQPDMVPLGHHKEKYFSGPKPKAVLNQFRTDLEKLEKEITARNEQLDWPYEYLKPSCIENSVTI
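Purified human 12hLO at 150 nM in 25 mM Hepes, 0.01% Triton X-100, pH 7.0, preincubated 15 min at room temperature with compound. Reaction started with 40 uM arachidonic acid, 30 min at room temperature. Hydroperoxide measured by Fe-xylenol orange, 573/405 nm absorbance ratio.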
Tb PGK inh: inhibitors of T. brucei phosphoglycerate kinase | P07378 | PGK/GAPDH coupled, Kinase-Glo luminescence, 60 min | Potency, µM (doses to about 57.5 µM), without a hit: at the top dose activity change, negative = inhibition, most hits filed as inhibitors | 380,000 tested, 0.043% active | AID 602233; note: % is set by controls: 0 for no effect and ±100 for the full control effect; nearly all actives have a fitted effect of over 60% in size
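Recombinant glycosomal PGK reaction used 1,3-bisphosphoglycerate generated in-well by GAPDH (100nM final) in 100mM TEA pH 7.6, 5mM MgCl2, 0.01% Tween-20. After 60 minutes at room temperature, ATP was read by Kinase-Glo Plus luminescence end-point.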
JMJD2A Tudor inh: blocks the human JMJD2A Tudor domain. Potency, µM (doses to about 114 µM), for the others: at the highest dose activity change, negative = inhibition, hits mostly inhibitors. AlphaScreen JMJD2A-Tudor / H3K4me3 peptide binding. 390,000 tested, 4.4% active; note: % is set by controls: 0 for no effect and ±100 for the full control effect; nearly all actives have a fitted effect of over 50% in size
HP1b chromo inh: inhibitors of HP1-beta chromodomain binding to methylated histone tails. P83916. AlphaScreen HP1-beta / biotin-H3K9me3 peptide binding. Potency, µM (top dose mostly 114 µM), for the others: at the highest dose activity change, negative = inhibition, hits mostly inhibitors. 390,000 tested, 0.56% active; note: nearly all actives have a fitted effect of over 70% in size; inactives centre near 23
Target sequence (P83916 whole entry, looked up): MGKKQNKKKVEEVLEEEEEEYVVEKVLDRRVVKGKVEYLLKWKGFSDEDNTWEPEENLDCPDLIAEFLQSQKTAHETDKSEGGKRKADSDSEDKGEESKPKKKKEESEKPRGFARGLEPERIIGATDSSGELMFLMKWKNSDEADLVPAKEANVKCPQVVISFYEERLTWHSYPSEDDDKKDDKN
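HP1-beta protein (50 nM final) preincubated 30 min at room temperature with biotinylated H3(1-18)K9me3 peptide (50 nM) in PBS pH 7.4, 0.01% Tween-20, then compound added for 30 min. AlphaScreen streptavidin donor/nickel chelate acceptor beads (10 ug/mL final), 30 min dark, luminescence read.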
RGS4 inh: blocks human RGS4-accelerated GTP hydrolysis; Transcreener GDP fluorescence polarization, RGS4-accelerated GTP hydrolysis; Potency, µM (doses to about 114 µM), inactives show at the highest dose activity change, negative = inhibition, usual class: inhibitors; 390,000 tested, 0.039% active; AID 504845; note: % is set by controls: 0 for no effect and ±100 for the full control effect; nearly all actives have a fitted effect of over 75% in size; some results filed as inactive show a strong effect at the top dose
Target sequence (P49798 whole entry, looked up): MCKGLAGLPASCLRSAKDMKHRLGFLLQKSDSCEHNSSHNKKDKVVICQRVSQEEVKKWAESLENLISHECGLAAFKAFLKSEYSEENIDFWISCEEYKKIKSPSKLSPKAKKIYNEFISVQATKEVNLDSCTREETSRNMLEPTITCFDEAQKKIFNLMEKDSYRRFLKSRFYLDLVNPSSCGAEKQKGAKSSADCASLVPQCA
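MLSMR compounds (23 nl, pin-transferred) preincubated 10 min at room temperature with a 500nM (2x) first reagent, then RGS4 at 900nM (2x) plus Transcreener GDP mix added; fluorescence polarization (620/688 nm) read before and after 90 min at 30 °C.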
ERG-DNA inh: inhibitors of human ERG Ets domain-DNA interaction | P11308 | fluorescence polarization, His-ERG Ets domain / labelled DNA | Potency, µM (titrated, usually from 76.9 µM), for inactives: at the top dose FP activity, negative = inhibition, usual class: inhibitors | 370,000 tested, 0.028% active; active = well fitted inhibition curve with a large enough effect in the polarisation, with a control signal flat; inconclusive = small, poorly fitted or top-dose-only effect, or effect the other way, or a change in a side signal; inactive = no such curve, though single readings can be large or run the other way; the % refers to the polarisation;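 note: polarization taken with two DNA probes labelled with fluorescein and Texas red; % of control where 0% means no effect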
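His-tagged ERG Ets domain (1 uM in the protein solution; 300mM KCl, 50mM Tris-HCl, 1mM EDTA, 1mM DTT, pH 7.5) received compound, then a probe mix of 5 nM fluorescein-DNA and 100nM Texas-615-DNA. Fluorescence polarization was read for both dyes.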
Pin1 inhibitor: inhibitors of human Pin1 | Potency, µM (titrated, usually from 115 µM), inactives show at the highest dose activity, negative = inhibition, hits mostly inhibitors | Pin1 FP peptide displacement, HiFluor488, 10 min | Q13526 | 390,000 tested, 0.009% active | AID 504891; active = well fitted inhibition curve with a large enough effect in the polarisation, with a control signal flat, not every such curve was filed as active; inconclusive = small, poorly fitted or top-dose-only effect, or effect the other way, or a change in a side signal; inactive = no such curve, though single readings can be large or run the other way; the % refers to the polarisation; note: % is set by controls: 0 for no effect and ±100 for the full control effect
* = called active by the depositor; i = inactive; u = inconclusive; x = not tested or not shown; & = joins results of further samples; [ ] = another dose, or the depositor's remark. Unless noted, calls come from the whole dose curve; as a rule, active = well fitted curve in the direction sought with a large enough effect; inconclusive = small, poorly fitted or top-dose-only effect, or another doubt; inactive = no such curve, though single readings can be large; an effect the other way counts as inactive or inconclusive. Potency is the fitted concentration of half-maximal effect.

mol | ERG-DNA inh | 12-LOX inh | Pin1 inhibitor | GLS inhibitor | JMJD2A Tudor inh | RGS4 inh | HP1b chromo inh | Tb PGK inh | rTrxR1 inhibitor
CC(C)CC(=O)Nc1nnc(SCC(=O)NCc2ccc3c(c2)OCO3)s1 | -2% | 37%[activator] | 2% | 52%[activator] | -15% | -3% | 9% | -9% | 4%[57.1 µM]
CC(C)C(=O)Nc1ccccc1OCc1cc(=O)n2ccccc2n1 | 7% | 0% | -2% | 5% | -10% | -6% | 12%[57 µM] | 9% | 18%[57.1 µM]
CCn1cc(/C=N/N=C2\CCC3C4CCc5cc(O)ccc5C4CC[C@]23C)c(C)n1 (stereo partly specified) | -1% | -12% | 5% | 6% | -23% | -18% | -4% | i | 8%[57.1 µM]
CCC(=O)NC(c1ccc(N(C)C)cc1)c1c(O)ccc2ccccc12 (stereo unspecified) | 4% | -3% | 3% | 28% | 50µM* | 2% | u | -10% | 10%
COc1cc(C2C(C#N)=C(N)OC3=C2C(=O)CC(C)(C)C3)ccc1OC(=O)N1CCOCC1 (stereo unspecified) | x | -13%&8% | 1% | 21% | -7% | 2% | 25% | 0% | 9%
FC(F)(F)Oc1ccc(Nc2nc(N3CCOCC3)nc(N3CCOCC3)n2)cc1 | -10% | -9% | 2% | u | 18µM* | -64%[56.9 µM] | 32% | 9% | -14%
CCOC(=O)N1CCN(CC(=O)Nc2ccc([N+](=O)[O-])cc2C(=O)Nc2ccccc2F)CC1 | 12% | 3% | u | 0% | -25% | 14% | 10% | x | 20%
COc1ccc(S(=O)(=O)N2CCOCC2)cc1NC(=O)COc1ccccc1OC | -12% | -2% | 2% | -4% | -10% | 2% | 20% | -1% | 19%[57.1 µM]
Cc1ccc(CN2CCCOCCS2(=O)=O)cc1 | -7% | 5% | -10% | -8% | 3% | 1% | 55%[activator] | -7% | 10%&11%
CC1(C)CC(=O)C2=C(C1)NC(=O)CC2c1ccc(F)cc1 (stereo unspecified) | -1% | 141%[activator] | 1% | 1% | -25% | -48% | 15% | -3% | -3%
c1ccc2c(c1)nc1n2C2(N3CCOCC3)CCCC2C1N1CCOCC1 (stereo unspecified) | -1% | 3% | -4% | -4% | -7% | -31% | 29% | -2% | 14%
CCC1C(=O)NCCN1C(=O)c1ccc2nc(Cc3cccc(Cl)c3)oc2c1 (stereo unspecified) | 10% | 0% | -1% | -3% | -7% | -12% | 6% | 2% | 0%
O=C(CNC(=O)c1cccs1)NCC(=O)OCc1c(F)cccc1Cl | 7% | -1% | 3% | -1% | -5% | -13% | 43%[activator] | 0% | 14%[57.1 µM]
COCCn1c(C)cc(O)c(C(c2ccccc2F)N2CCN(c3ccccc3)CC2)c1=O (stereo unspecified) | -6% | -4% | -4% | 78%[activator] | -3% | 10% | 36%[activator][57 µM] | -5% | u
S=C1NC[C@H](CC2CCCCC2)N1CCc1cccc2ccccc12 | 0% | 25µM* | 0% | 1% | -36% | -20% | 7% | -1% | -6%[57.1 µM]
COc1ccc(NC(=O)c2cc(-c3ccccn3)nc3c(C)cc(C)cc23)c(C)c1 | -23% | 28% | -3% | -11% | -9% | -25% | 29% | i | 0%
Cc1ccc(NC(=S)N(Cc2cccs2)Cc2cc3cc(C)ccc3[nH]c2=O)cc1 | 7% | -28% | 0% | 3% | -14% | -14% | 15% | -8% | -7%
CCOc1cc(C(=O)OCc2cccc(OC)c2OC)ccc1OCC(=O)N1CCOCC1 | 1% | 2% | -8% | 1% | 1% | 15% | -3% | -11% | 22%
O=c1cc(-c2ccccc2Cl)oc2c(NS(=O)(=O)c3cccc4nsnc34)ccc(O)c12 | 2% | u | 3% | 28% | -36% | 12% | 23% | 2% | 20%[57.1 µM]
COc1ccccc1CNC(=O)Cc1csc2nc(-c3ccc(F)cc3)cn12 | 8% | -11% | 26% | 0% | -12% | -14% | 24%[57 µM] | -5% | -10%[57.1 µM]
CC(=O)Nc1ccc(/C(C)=N/Nc2nc(Nc3cccc4ccccc34)nc(N3CCOCC3)n2)cc1 | -10% | 23% | 0% | 0% | u | -11% | 10% | -2% | -10%
N#Cc1ccccc1NC(=O)Cn1cnc2onc(-c3cccc(F)c3)c2c1=O | 2% | -5% | 22% | 3% | -19% | 24% | 23%[57 µM] | -1% | 24%[57.1 µM]
CCn1c(C)cc(/C=C2/NC(=O)N(c3ccccc3)C2=O)c1C | 2% | -8% | u | 7% | u | 13%[11.4 µM] | -9% | 4% | u
CN(C)S(=O)(=O)c1ccc(S(=O)(=O)N2CCCC(C(=O)NC3CC3)C2)cc1 (stereo unspecified) | 6% | 1% | -2% | -1% | u | -16% | 9% | 0% | 19%[57.1 µM]
O=C1C2C3C=CC(C3)C2C(=O)N1c1ncc([N+](=O)[O-])s1 (stereo unspecified) | 5% | -27% | -13% | 5% | -34% | -3% | 2% | -5% | -1%[11.4 µM]
O=C(N/N=C1/CCc2ccccc21)C1CC1 | -13% | 5% | -1% | -10% | 1% | -36% | 28% | -12% | 8%[57.1 µM]
COC(=O)c1ccc(NC(=O)CCCN2C(=O)NC(C)(C)C2=O)cc1 | -7% | -3% | -1% | 0% | -12% | 18% | 1% | -9% | 7%[57.1 µM]
COc1ccc(CN2CC(C(=O)NCCN3CCOCC3)CC2=O)cc1 (stereo unspecified) | -1% | 33%[activator] | -4% | 10% | -8% | 7% | 5% | -3% | 1%
CC(=O)c1ccc(NC2OC(CO)C(O)C(O)C2O)cc1 (stereo unspecified) | 5% | 0% | -5% | 8% | 3% | 16% | 38%[activator] | -9% | 3%[57.1 µM]
CC[n+]1c(/C=C(\C)Nc2ccccc2)sc2ccccc21 | -5% | -15% | -4% | -8% | -24% | u | 24% | -8% | -13%
CC(=O)N1CCN(S(=O)(=O)c2cccc(C(=O)Nc3ccc(OC(F)F)cc3)c2)CC1 | 5% | 4% | -2% | 1% | -7% | 13% | 22% | i | 23%[57.1 µM]
CC(C)NC(=O)c1cc(-n2cnnc2)ccc1Cl | 4% | 19% | 4% | 1% | -3% | 14% | 22% | -2% | 27%
N#CCSc1nnc(-c2ccccc2O)n1Cc1ccccc1 | x | -9% | 1% | 8% | -13% | -16% | 16% | -9% | -1%
CC(=O)NC1=NN(C(C)=O)C2(CCCC2)S1 | -2% | -4% | 2% | 14% | -6% | 4% | 6% | 2% | 19%
C#Cc1ccc([C@@H]2C=C(C(=O)O)O[C@H](OCC)[C@H]2CCCO)cc1 | 2% | u | 0% | u | -25% | -19% | u | u | 10%
CCCn1c2ccccc2c2cc(C(=O)O)ccc21 | 10% | 8% | 4% | 6% | -21% | 19% | 6% | 7% | -1%
CCOC(=O)C1(CCc2ccccc2)CCN(Cc2ccn[nH]2)CC1 | -5% | 188%[activator] | 3% | 4% | -18% | -7% | 34% | 17% | -1%
Cc1cc(C)cc(OCC(O)CN2CCN(C(=O)c3ccco3)CC2)c1 (stereo unspecified) | 5% | 77%[activator] | -5% | 7% | -3% | 6% | 14% | -1% | -11%
CCNC(=O)/C(C#N)=C/c1c(N2CC(C)OC(C)C2)nc2ccccn2c1=O (stereo unspecified) | 1% | u | -11% | -2% | -8% | -7% | 23% | i | -8%
CC(C)[C@H](NC(=O)OC(C)(C)C)C(=O)N/N=C/c1ccc2nccnc2c1 | 4% | 487%[activator] | -1% | 7% | -14% | 7% | 38%[activator] | -1% | 12%
CCOC(=O)/C=c1\s/c(=C\c2c(OCC)ccc3ccccc23)c(=O)n1CC(=O)NCC1CCCO1 (stereo unspecified) | -7% | -2% | u | 10% | -23% | 24% | 19% | 7% | 3%
CCc1ccc(CN(Cc2ccco2)c2cnc(S(C)(=O)=O)nc2C(=O)Nc2cccc(C)c2)cc1 | 0% | -23% | 8% | -3% | -18% | 24% | 27% | -3% | -2%
COc1ccc(S(=O)(=O)NCC2CCCN(Cc3ccc(OC)cc3F)C2)cc1 (stereo unspecified) | -3% | -12% | -2% | -1% | -14% | 48% | 21% | -2% | 14%
CCc1ccccc1NC(=O)CSc1nncn2c1cc1oc(C)cc12 | 3% | -2% | 11% | 5% | -30% | 5% | 11% | 7% | -9%
COc1ccccc1N1CCN(C(=O)CSc2nc(-c3ccco3)cc(C(F)(F)F)n2)CC1 | -2% | 1% | 13% | 12% | -25% | -10% | 16% | 23% | u
CSc1cccc(NC(=O)C2CCN(S(=O)(=O)c3ccc4[nH]c5c(c4c3)CCCCC5)CC2)c1 | 2% | u | 12% | 3% | -30% | -6% | 17% | -8% | 23%[57.1 µM]
NS(=O)(=O)c1ccc(NC(=O)CCC(=O)c2ccc(Cl)s2)cc1 | 8% | -17% | 3% | -13% | -10% | 5% | 17% | i | -13%
CCCC(c1nnnn1C(C)(C)C)N1CCN(C(=O)c2ccco2)CC1 (stereo unspecified) | 2% | -9% | 0% | 2% | -23% | -10% | -19% | 0% | 6%[57.1 µM]
O=C(O)CN1C(=O)c2ccc(Oc3ccc([N+](=O)[O-])cc3)cc2C1=O | 9% | -30% | -6% | 0% | -8% | u | 69%[activator] | 9% | 1%[57.1 µM]
COc1ccc(OCCN(C)CC(=O)Nc2ccccc2SC)cc1 | -5% | 1% | 3% | -1% | 11% | -9% | 36% | -4% | 1%[57.1 µM]

Some of the compounds tested, so the mix of outcomes need not match the whole.
